Screening data from PubChem.
EBI2 antag – antagonists of human EBI2 receptor | P32249 | EBI2 beta-arrestin recruitment, luminescence, 7a,25-OHC stimulated | inhibition, % at 5 µM | 360,000 tested, 0.81% active | AID 651636; in the data active = inhibition above about 38%;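 note: enzyme fragment complementation signal reports receptor beta-arrestin coupling in cells; 0% = agonist plus DMSO wells and 100% = wells without agonist; some results beyond the cut were filed as inactive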
Target sequence (P32249 whole entry, looked up, the tested form may be a part): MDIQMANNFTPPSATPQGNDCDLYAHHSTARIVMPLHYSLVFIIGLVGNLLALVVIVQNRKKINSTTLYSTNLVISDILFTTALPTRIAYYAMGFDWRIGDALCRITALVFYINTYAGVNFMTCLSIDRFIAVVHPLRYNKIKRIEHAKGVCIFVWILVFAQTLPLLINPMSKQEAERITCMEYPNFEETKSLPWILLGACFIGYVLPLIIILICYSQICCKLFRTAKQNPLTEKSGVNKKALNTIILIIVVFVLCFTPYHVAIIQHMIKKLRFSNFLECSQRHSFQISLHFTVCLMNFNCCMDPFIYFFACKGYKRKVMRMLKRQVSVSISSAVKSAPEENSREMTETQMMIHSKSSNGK
XBP1 UPR activ – adaptive UPR (XBP1) activation | CHO-XBP1 luciferase reporter, IRE1-XBP1 UPR activation, luminescence; percent of tunicamycin response, DMSO as zero | activation, % at 20 µM | 330,000 tested, 0.33% active | AID 463104;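 active = versus positive control, 20 µM dose yields 30% or more activation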;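 note: 100% = tunicamycin at 10 µg/mL and 0% = DMSO only wells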
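Material: CHO cell line with stable XBP1 luciferase reporter; schedule: 16-18 h cell attachment at 37 °C, then 6 h compound exposure; signal: glow luminescence from Steady-Glo reagent; medium: serum-containing F12 medium, 10% FBS; benchmarks: tunicamycin 10 µg/mL and vehicle-only wells; read-out: percent activation relative to tunicamycin reference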
CHOP UPR activ – activators of apoptotic arm of unfolded protein response (CHOP). AID 449763. activation, % at 10 µM. CHO-CHOP luciferase reporter, UPR activation, luminescence; percent of tunicamycin response over DMSO baseline. 330,000 tested, 0.34% active;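 active = at 10 µM dose, activation of 40% or more, normalized to positive control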;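 note: 100% = tunicamycin at 10 µg/mL and 0% = DMSO alone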
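Evaluation: % reporter activation, DMSO baseline versus tunicamycin full activation; System: CHO-CHOP luciferase reporter cell line; Input: 500 cells/well; Incubation: 6 h compound treatment, 37 °C; Measured by: Steady-Glo luciferase luminescence; Dosing: one dose, 10 µM in 0.5% DMSO; Buffer or medium: F12 medium, 10% FBS; Benchmarks: positive tunicamycin 10 µg/mL, negative DMSO alone.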
Gli-Sufu antag – Gli-Sufu pathway antagonism | Sufu-KO-LIGHT fibroblasts, Gli luciferase reporter luminescence | inhibition, % at 5 µM | 340,000 tested, 0.74% active;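 active = inhibition above about 55%, limit read from the data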;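 note: 0% = DMSO-treated cells and 100% = wells with medium but no cells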
Jurkat NFkB inh – inhibitors of the PMA/ionomycin-induced NF-kB reporter in Jurkat cells; PMA/ionomycin-induced NF-kB luciferase reporter, luminescence; inhibition, % at 4 µM; 330,000 tested, 0.53% active; in the data active = inhibition above about 50%
697 NFkB inh – inhibitors of the PMA/ionomycin-induced NF-kB reporter in 697 B cells | AID 435022 | 697 B-cell NF-kB luciferase reporter, 16 h | 330,000 tested, 0.33% active | inhibition, % at 4 µM; in the data active = inhibition above about 35%
Mdm2-MdmX inh – disrupts the human Mdm2-MdmX interaction; O15151+Q00987; SaOS-2 split-luciferase Mdm2/MdmX complementation, luminescence; inhibition, % at 8 µM; 330,000 tested, 3% active; AID 485346;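 active = inhibition of at least 50% at 8 µM in the primary screen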
CCR6 antag – antagonists of human CCR6 receptor. P51684. CHO-K1 CCR6 PathHunter beta-arrestin, luminescence, CCL20-stimulated. inhibition, % at 20 µM. 340,000 tested, 0.49% active. AID 493098;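 active = compounds whose inhibition of the agonist-driven luminescence signal at 20 µM reaches about 50%, limit read from the data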;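 note: cells stimulated with CCL20 at 14 nM final; plate controls were DMSO with CCL20 for no effect and DMSO without agonist for full effect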
Target sequence (P51684 whole entry, looked up): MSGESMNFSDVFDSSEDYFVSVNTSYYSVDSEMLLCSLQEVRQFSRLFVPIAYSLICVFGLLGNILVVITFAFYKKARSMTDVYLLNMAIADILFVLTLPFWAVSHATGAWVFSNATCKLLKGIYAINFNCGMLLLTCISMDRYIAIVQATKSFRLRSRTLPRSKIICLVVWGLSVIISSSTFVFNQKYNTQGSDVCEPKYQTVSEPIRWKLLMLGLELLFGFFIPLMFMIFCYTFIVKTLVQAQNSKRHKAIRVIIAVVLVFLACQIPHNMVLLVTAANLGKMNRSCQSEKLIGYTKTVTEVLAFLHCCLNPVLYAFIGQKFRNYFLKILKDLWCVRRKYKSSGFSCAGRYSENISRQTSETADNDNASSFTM
CXCR6 inh – blocks human CXCR6 beta-arrestin recruitment | AID 602244 | O00574 | inhibition, % at 20 µM | 360,000 tested, 0.36% active | CHO-K1 PathHunter CXCR6 beta-arrestin, luminescence; in the data active = inhibition above about 34%, passing the limit was not always enough;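 note: antagonist mode with CXCL16 agonist at 10 nM final; 0% = 10 nM CXCL16 with DMSO and 100% = unstimulated wells without agonist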
Target sequence (O00574 whole entry, looked up): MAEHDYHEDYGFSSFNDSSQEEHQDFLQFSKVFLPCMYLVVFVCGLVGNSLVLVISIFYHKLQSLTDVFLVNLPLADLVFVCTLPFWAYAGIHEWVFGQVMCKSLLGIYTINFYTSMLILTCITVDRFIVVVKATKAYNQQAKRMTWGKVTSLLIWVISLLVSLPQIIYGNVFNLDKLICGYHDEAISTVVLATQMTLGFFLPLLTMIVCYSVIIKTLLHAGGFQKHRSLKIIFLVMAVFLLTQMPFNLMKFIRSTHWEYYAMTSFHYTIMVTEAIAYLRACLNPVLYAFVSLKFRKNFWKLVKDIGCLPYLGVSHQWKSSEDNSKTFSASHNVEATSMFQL
The depositor's hits bear a star; · = not tested or not shown.

Sample of the layout:
SMILES | EBI2 antag | XBP1 UPR activ | CHOP UPR activ | Gli-Sufu antag | Jurkat NFkB inh | 697 NFkB inh | Mdm2-MdmX inh | CCR6 antag | CXCR6 inh
O=C(Nc1ccccc1)c1cccc(S(=O)(=O)Nc2ccccn2)c1 | -5 | -1 | 1.6 | -20 | 2 | 12 | 15 | 5 | 4
CC(NS(=O)(=O)c1cc(C(F)(F)F)ccc1Cl)C(=O)N(C)C1CCN(C)CC1 (configuration not stated) | 8 | -2 | 2.1 | 6 | -7 | -4 | 0 | 4 | 8

Main list, repeating the preview:
SMILES | EBI2 antag | XBP1 UPR activ | CHOP UPR activ | Gli-Sufu antag | Jurkat NFkB inh | 697 NFkB inh | Mdm2-MdmX inh | CCR6 antag | CXCR6 inh
O=C(Nc1ccccc1)c1cccc(S(=O)(=O)Nc2ccccn2)c1 | -5 | -1 | 1.6 | -20 | 2 | 12 | 15 | 5 | 4
CC(NS(=O)(=O)c1cc(C(F)(F)F)ccc1Cl)C(=O)N(C)C1CCN(C)CC1 (configuration not stated) | 8 | -2 | 2.1 | 6 | -7 | -4 | 0 | 4 | 8
Cc1ccc(S(=O)(=O)NCCN2CCOCC2)s1 | 11 | -6 | 0.6 | 2 | -6 | 13 | -6 | -6 | -12
COc1cc(/C=C/C(=O)O)cc(S(=O)(=O)NCC2CCCO2)c1OC (configuration not stated) | -7 | -2 | -0.3 | 5 | -7 | 28 | -16 | 8 | 7
CC(C)N(C(=O)CSc1ncnc2sc(-c3ccccc3)cc12)C(C)C | 26 | 2 | 2.0 | 3 | -38 | -45 | -31 | 8 | 4
COc1cc(OC)cc(OCC(O)Cn2cnc3cc(C)c(C)cc32)c1 (configuration not stated) | -3 | -4 | 3.2 | 11 | 1 | -27 | 18 | 7 | -5
O=C(COc1ccc(S(=O)(=O)N2CCOCC2)cc1)Nc1ccc(Br)cc1 | 15 | -4 | -2.1 | -10 | 8 | 13 | 21 | 10 | -7
N/C(=N\N=C\c1ccc2c(c1)OCO2)c1nonc1N | 0 | -2 | -0.9 | -127 | -131 | -174 | -149 | 9 | 9
COc1ccc(C2(C(=O)NCC3CCCO3)CCOCC2)cc1 (configuration not stated) | 2 | 0 | 0.1 | 2 | 2 | 7 | -4 | 8 | -3
O=C(CSc1n[nH]c(-c2ccncc2)n1)Nc1ccc(F)cc1 | 7 | 2 | 0.3 | 13 | 0 | 16 | 11 | -16 | -6
O=C(NCc1ccco1)c1ccc(COCC(F)(F)F)cc1 | 6 | 3 | 0.7 | 17 | -5 | -12 | -19 | 7 | -5
Cc1ccc(S(=O)(=O)N/N=C/c2ccc(OCC(=O)NC(C)C)cc2)cc1 | -5 | -7 | -0.9 | -11 | 1 | 28 | 4 | 5 | -5
O=C(COc1ccccc1F)Nc1nc(-c2ccccn2)cs1 | -12 | -2 | 1.3 | -12 | 2 | -2 | 72* | 23 | 26
COc1ccc(OC)c(NC(=O)CSc2nncc3ccc(OC)c(OC)c23)c1 | -5 | 3 | 0.9 | 7 | 0 | -48 | 7 | 9 | 0
O=S(=O)(c1ccccc1F)N1CCC(Oc2ccc(-n3cnnn3)cc2)CC1 | 8 | -7 | 2.6 | 7 | 2 | -34 | 19 | 22 | 1
COc1cccc(CNCCc2c[nH]c3ccccc23)c1OCc1ccccc1 | 2 | -1 | 3.5 | 17 | 11 | -20 | 54* | 0 | 8
Cc1ccccc1NC(=O)c1ccc(F)c(S(=O)(=O)N2CCCCC2)c1 | 13 | 6 | 0.7 | -1 | 6 | 7 | -4 | 0 | -3
CCOC(=O)C1=CSC2=NS(=O)(=O)CCN12 | -8 | 0 | -1.4 | -2 | -5 | 21 | -1 | 10 | 6
Brc1ccc(-c2nc(-c3ccccn3)no2)o1 | -6 | -13 | -7.8 | 1 | -69 | -80 | 2 | 1 | -4
O=C(NC1CC2CCCC(C1)N2C(=O)Nc1ccccc1Cl)C1CC1 (configuration not stated) | 9 | 3 | -0.7 | 31 | -15 | -9 | -15 | 12 | 3
O=S1(=O)CCOCCCN1Cc1ccc(Cl)cc1 | -8 | 1 | 0.1 | -1 | 15 | 17 | 22 | 4 | 4
CCOc1ccc(C(=O)Nc2nnc(S(=O)(=O)Nc3ccccc3C)s2)cc1 | 3 | -1 | 2.9 | -5 | -6 | 7 | 12 | 5 | 0
O=C(CSc1ncn[nH]1)Nc1ccc2c(c1)OCCO2 | 0 | 0 | 4.2 | -7 | -12 | -9 | 4 | 9 | -8
Cc1cc(C(=O)N/N=C/c2ccc3c(c2)OCO3)c(C)n1-c1ccc(F)cc1 | -2 | 1 | 0.3 | -1 | 10 | 2 | 18 | 8 | 11
CNC(=S)Nc1ccccc1-c1ccccc1 | -5 | 1 | -0.5 | 29 | -15 | 11 | 7 | 7 | 7

Going on with the list.
SMILES | EBI2 antag | XBP1 UPR activ | CHOP UPR activ | Gli-Sufu antag | Jurkat NFkB inh | 697 NFkB inh | Mdm2-MdmX inh | CCR6 antag | CXCR6 inh
O=C(COc1ccc(-c2ccccc2)cc1)NNC(=O)Nc1ccccc1 | -1 | 0 | 1.7 | -17 | -2 | 6 | 7 | 8 | 6
CCN(CC(=O)NCc1cccs1)C(=O)COc1ccc(C(C)=O)cc1 | -4 | 1 | -2.5 | -3 | 1 | 2 | 18 | 7 | -9
COc1ccc(NC(=O)c2cnc3sccn3c2=O)cc1 | -3 | 0 | -1.1 | -67 | -70 | -67 | -76 | -2 | 0
O=[N+]([O-])c1cccc(-c2cn3ccccc3n2)c1 | 10 | -3 | 2.4 | -90 | -87 | -143 | -89 | 3 | 1
Cc1nn2c(NCCOCCO)c3c(nc2c1-c1ccccc1)CCCC3 | -27 | -2 | 0.4 | -2 | 1 | -2 | 21 | 9 | 1
CCOc1cc(/C=C(\C#N)C(=O)Nc2cccc(C(=O)O)c2)ccc1OCc1ccc(Br)cc1 | -16 | -8 | 2.7 | -19 | -2 | 23 | -5 | 24 | 10
COc1ccc(NC(=O)CN(C)C(=O)CNC(=O)c2ccc3ccccc3c2)cc1 | 5 | 3 | 1.7 | -29 | -17 | -58 | -52 | 7 | 8
CCOC(=O)/C(C#N)=C/c1ccc(SC)cc1 | 0 | -2 | 0.2 | -4 | 8 | 6 | -5 | 0 | 11
Cc1nc(CC(=O)Nc2nccs2)cs1 | -13 | -1 | 0.2 | 18 | 0 | 5 | 22 | -3 | -5
O=C(CC1C(=O)NCCN1Cc1cccc(C(F)(F)F)c1)NCCCOc1cccnc1 (configuration not stated) | -5 | -7 | 7.2 | 0 | -3 | -36 | 7 | -10 | -2
CCC(=O)Nc1nnc(Cc2ccccc2)s1 | -7 | 2 | -0.8 | 3 | 3 | 4 | 6 | -3 | 1
O=S(=O)(NCc1ccccc1)c1ccc2c(c1)OCCO2 | -6 | -1 | -0.2 | 0 | 3 | 5 | 4 | 4 | -20
CCCCOC(=O)CSCC(=O)Nc1cc(C)on1 | -6 | -1 | 0.6 | 1 | 9 | 7 | 18 | -18 | 1
O=C(O)C1CCN(C(=O)c2ccc3c(c2)OCO3)CC1 | -2 | -6 | 0.8 | 0 | -3 | 15 | 1 | 1 | -4
Cc1ccc(C(=O)N/C(=C\c2ccccc2)C(=O)NCc2ccncc2)cc1 | -3 | -1 | 0.7 | 5 | 0 | 17 | 0 | 4 | -6
COC(=O)c1ccccc1NC(=O)CSc1nc(NC(=O)c2ccccc2)c2c(C)c(C)oc2n1 | 16 | 1 | -2.8 | 4 | -19 | 3 | 24 | 17 | 7
CCCNC(=O)Nc1ccc(C)cc1C | 2 | -3 | -0.5 | -11 | 7 | 16 | -10 | -7 | -6
COc1ccc(-c2cnc(SCCNC(=O)c3ccc4c(c3)OCO4)[nH]2)cc1 | -10 | 0 | 0.4 | -4 | -8 | 10 | 21 | 13 | 4
CCCn1c(N)c(C(=O)CSc2ncc(C(F)(F)F)cc2Cl)c(=O)[nH]c1=O | -1 | -2 | -0.6 | 1 | 1 | -1 | 39 | 8 | 2
OCCCn1c(CCNc2nc(-c3ccc(F)cc3)cs2)nc2cc(C(F)(F)F)ccc21 | 14 | -2 | -0.8 | 18 | -3 | -11 | 34 | 30 | -9
Cc1ccc(N2CC(O)Cn3c2nc2c3c(=O)n(C)c(=O)n2C)cc1 (configuration not stated) | 9 | -1 | -0.1 | -1 | 13 | -4 | -24 | 13 | -4
COc1ccccc1NC(=O)Nc1cccnc1 | -7 | -2 | 1.5 | -12 | 13 | 22 | 11 | -14 | -5
Oc1ccccc1C=NN1CCCCCC1 | -2 | · | · | -41 | · | · | · | 15 | 4
CCc1ccc2oc(=O)cc(CN3CCN(CCO)CC3)c2c1 | -2 | -1 | -0.2 | 0 | 9 | 16 | 12 | -1 | -8
CC(C)CNC(=O)[C@H](Cc1ccccc1)NC(=O)c1ccco1 | 2 | 0 | -0.4 | 2 | 3 | -5 | 3 | -3 | 7

Profiles from above. Order of values: EBI2 antag, XBP1 UPR activ, CHOP UPR activ, Gli-Sufu antag, Jurkat NFkB inh, 697 NFkB inh, Mdm2-MdmX inh, CCR6 antag, CXCR6 inh
`CC(C)CNC(=O)[C@H](Cc1ccccc1)NC(=O)c1ccco1` reads 2, 0, -0.4, 2, 3, -5, 3, -3, 7
`O=C(O)C1CCN(C(=O)c2ccc3c(c2)OCO3)CC1` reads -2, -6, 0.8, 0, -3, 15, 1, 1, -4
`CCN(CC(=O)NCc1cccs1)C(=O)COc1ccc(C(C)=O)cc1` reads -4, 1, -2.5, -3, 1, 2, 18, 7, -9
`COc1ccc(-c2cnc(SCCNC(=O)c3ccc4c(c3)OCO4)[nH]2)cc1` reads -10, 0, 0.4, -4, -8, 10, 21, 13, 4
`COc1ccccc1NC(=O)Nc1cccnc1` reads -7, -2, 1.5, -12, 13, 22, 11, -14, -5

Next part.
SMILES | EBI2 antag | XBP1 UPR activ | CHOP UPR activ | Gli-Sufu antag | Jurkat NFkB inh | 697 NFkB inh | Mdm2-MdmX inh | CCR6 antag | CXCR6 inh
CCCCCCCC(=O)Nc1cc(C(=O)NCCC)ccc1N1CCC2(CC1)CC(c1ccccc1)=NO2 | 13 | -4 | 0.0 | 24 | 2 | -48 | 11 | 5 | 17
O=C(Nc1cccc2cccnc12)c1ccccc1Cl | -1 | 6 | 2.7 | 3 | -45 | -55 | -8 | 13 | 5
O=C(CCCN1C(=O)/C(=C/c2ccccc2)SC1=S)N1CCOCC1 | 11 | -6 | 2.5 | -1 | -4 | -11 | 30 | 3 | -4
COc1ccc(N(C)C(=O)Nc2ccc3c(c2)nnn3C)cc1 | -4 | -3 | -0.5 | -25 | -11 | -7 | 3 | -6 | -8
Cc1cc(Cl)ccc1OCCCC(=O)NCC1CCCO1 (configuration not stated) | 5 | -2 | -1.3 | -4 | 2 | 4 | 0 | -5 | 3
COCCn1c(C)cc(C(=O)CSc2nc(C)c(C)c(C)n2)c1C | 4 | 1 | 24 | 0 | -10 | 15 | 11 | -8 | -8
CCN(CC(=O)Nc1c(F)cccc1F)C(=O)C1CC(=O)N(c2ccc3c(c2)OCCO3)C1 (configuration not stated) | -15 | -5 | 2.8 | -6 | -11 | 4 | 25 | -12 | -1
O=C(CCc1nnc(-c2ccc3c(c2)OCO3)o1)N1CCC(c2ccc(F)cc2)C1 (configuration not stated) | 6 | 5 | 6.8 | -1 | -52 | -38 | -59 | 11 | 0
CCCCc1ccc(NC(=O)CC(C)C)cc1 | -5 | 4 | 2.9 | -25 | -63 | -54 | 3 | 12 | 4
